# Screening data as filed in PubChem.
# Tb PFK inh – inhibitors of T. brucei phosphofructokinase. T. brucei PFK, ADP-Glo luminescence. Potency, µM (series often up to 57.5 µM), for inactives: top-dose activity, negative = inhibition, actives largely listed as inhibitors. hit rate 0.17% among 330,000. AID 485367;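 further: potency means the concentration at half of the fitted maximal effect; 0% = uninhibited 1x PFK enzyme wells and -100% = no-enzyme wells; nearly all actives have a fitted effect of over 60% in size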
#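 ADP-Glo luminescence quantified ADP after 45 min at room temperature, with 1.25 nM T. brucei PFK, 0.1 mM ATP and 0.5 mM fructose-6-phosphate in pH 8.0 TEA buffer. qHTS titrations up to 57 µM; curves classified by quality.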
# Giardia kill – kills Giardia lamblia | Giardia lamblia trophozoite viability | activity change, % at 7.66 µM, hits read low | hit rate 0.15% among 340,000 | AID 540267; in the data active means activity change below about -80%; inconclusive means between about -30% and that limit;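 further: parasites exposed to compound for two days anaerobically before the ATP read; on the % scale 0 is the no-effect control and ±100 the full control effect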
#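 Each well holds 100 Giardia trophozoites and compound. After two days (48 hrs) at 37 deg C in anaerobic conditions, ATP is quantified by luminescence.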
# BCR signal inh – chronic active BCR signaling inhibition; ABC-DLBCL IkBa-CBG/CBR reporter, luminescence ratio, 4 h; Potency, µM (series often up to 46.1 µM), without a hit: at the highest dose ratio change, negative = lower green/red ratio, most hits filed as inhibitors; hit rate 0.05% among 340,000; active means well fitted inhibition curve with a large enough effect in the signal ratio, with a control signal flat, not every such curve was filed as active; inconclusive means small, poorly fitted or top-dose-only effect, or effect the other way, or a change in a side signal; the % refers to the signal ratio;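 further: potency means the concentration at half of the fitted maximal effect; plate controls were basal doxycycline-induced cells for no effect and cells given 10 µM MG132 for full effect; MG132 reads +100%, hits lower the ratio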
#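 TMD8 ABC-DLBCL cells carrying doxycycline-inducible green luciferase fused to IkappaBalpha plus unfused red luciferase were exposed to compounds (up to 46 uM) for 4 hrs at 37C. Activity came from the overlap-corrected green/red luminescence ratio.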
# TCR act – activators of T cell receptors | 330,000 tested, under 10 active | primary human leukocytes, anti-CD3, IL-2 HTRF, 48 h | Potency, µM (series often up to 9.22 µM), for the others: at the top dose activation of IL-2 secretion, most hits filed as activators | AID 504894; further: % of control where 0% means no effect
#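 1) Mix primary human leukocytes, a-CD3 beads and compound. 2) Incubate 48 hr. 3) Add HTRF IL-2 reagents (a-IL-2-K, a-IL-2-d2).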
# Coupling enz – coupling enzyme interference in Giardia aldolase counter-screen; coupling enzyme system counterscreen, AmpLite Red fluorescence; hit rate 0.67% among 290,000; activity change, negative = inhibition, % at 58.2 µM, hits read low; in the data active means activity change below about -30%; further: on the % scale 0 is the no-effect control and ±100 the full control effect
#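 Compounds tested against the coupling enzymes alone at 57.5 uM final; readout was AmpLite Red fluorescence (525/598 nm) after 20 min at RT.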
# GALK inh – blocks human galactokinase activity. AID 1868. Purified GALK, Kinase-Glo residual ATP luminescence. hit rate 0.007% among 270,000. Potency, µM (series often up to 57.5 µM), without a hit: at the highest dose activity change, negative = inhibition, actives largely listed as inhibitors; further: potency means the concentration at half of the fitted maximal effect; on the % scale 0 is the no-effect control and ±100 the full control effect
#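 GALK at 5 nM final was combined with compound, 35 uM ATP and 100 uM galactose in HEPES pH8.0 with MgCl2 and DTT. The reaction ran one hour at room temperature before luminescent ATP detection.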
# hERG WT inh – inhibitors of human wildtype KCNH2 potassium channel. U2OS, BacMam KCNH2, thallium flux FluxOr; stronger effect = lower value. activity change, % at 1.84 µM. hit rate 0.37% among 340,000;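 active means maximum activity change below -70%; inconclusive means maximum activity change between -70% and -50%; inactive means maximum activity change above -50%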; further: on the % scale 0 is the no-effect control and ±100 the full control effect
#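 U2OS cells were transduced with wild-type KCNH2 virus (2.03 x 10^8 / mL) for 4 h at room temperature, then cultured overnight at 37 C. Thallium flux was read with FluxOr dye. Rate constants were normalized to DMSO controls.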
# AT treatment – potential ataxia-telangiectasia treatments restoring KAP-1 phosphorylation | Potency, µM (highest dose often 57.5 µM), inactives show at the highest dose activation, usual class: activators | hit rate 0.19% among 320,000 | […] A-T fibroblasts, KAP-1 phosphorylation AlphaLISA; neocarzinostatin DNA damage 30 min before lysis | AID 485349; further: potency means the concentration at half of the fitted maximal effect; % of control where 0% means no effect; nearly all actives have a fitted effect of over 45% in size
#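 hTERT-immortalized A-T patient fibroblasts ([…]), 500 cells/well in OPTI-MEM, 1% FBS, got compounds for 60 min, then NCS for 30 min at 37C. Lysates were then assayed for phospho-KAP-1 by AlphaLISA (anti-pKAP1 donor, anti-KAP1 acceptor beads), 6 hr at 25C.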
# TSHR antagonist – antagonists of human thyroid stimulating hormone receptor; TSHR-expressing cells, TSH-stimulated cAMP HTRF, 2 h; stronger effect = lower value; hit rate 0.2% among 330,000; activity change, negative = inhibition, % at 11.5 µM; AID 504810;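 active means activity change below a set negative limit, meaning inhibition stronger than a set level, cut at about -70% in these data; inconclusive means activity change between two set negative limits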; further: on the % scale 0 is the no-effect control and ±100 the full control effect
#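 Read-out is FRET at 665 nm (cryptate excitation 337 nm) from a cryptate-tagged anti-cAMP antibody, competed by cell cAMP against cAMP-d2. Compounds are tested on freshly harvested TSHR cells challenged with 4nM TSH (EC80) for 2 hours at 37 deg C.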
# MLL CXXC-DNA inh – blocks binding of human MLL CXXC domain to DNA; MLL-CXXC / FITC-HOXA9 DNA fluorescence polarization; Potency, µM (titrated, usually from 115 µM), for inactives: at the highest dose activity change, negative = inhibition, usual class: inhibitors; hit rate 0.037% among 290,000; active means well fitted inhibition curve with a large enough effect in the polarisation, with a control signal flat, not every such curve was filed as active; inconclusive means small, poorly fitted or top-dose-only effect, or effect the other way, or a change in a side signal; inactive means no such curve, though single readings can be large or run the other way; the % refers to the polarisation; further: potency means the concentration at half of the fitted maximal effect
#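 Purified MLL-CXXC (added from a 7 uM solution) was preincubated 5 min at ambient with pinned compounds in 50 mM Tris-HCl pH 7.5, 50 mM NaCl, 1 mM DTT, 0.05% BSA. Fluorescein-labeled HOX-A9 DNA (50 nM solution) followed, 30 min, then polarization read.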
# * marks the source's active call; other numbers are inactive results; ? = inconclusive; . = no result given; [ ] = remark or other dose. Unless noted, the call rests on the fitted dose curve; in most records, active means well fitted curve in the direction sought with a large enough effect; inconclusive means small, poorly fitted or top-dose-only effect, or another doubt; inactive means no such curve, though single readings can be large; an effect the other way counts as inactive or inconclusive. Compounds as they come, and some 1.6% of all compounds hit somewhere here.
SMILES,Tb PFK inh,Giardia kill,BCR signal inh,TCR act,Coupling enz,GALK inh,hERG WT inh,AT treatment,TSHR antagonist,MLL CXXC-DNA inh
O=C(COC(=O)c1ccc(Cl)s1)c1ccc[nH]1,-4%,4,?,3%,1,-6%,1,0%,1,29%
CC(C)(C)n1nc2c(c1NC(=O)c1ccccc1F)CS(=O)C2 (stereo not drawn),-4%,?,-7%,2%,-2,3%,-1,21%,29,-2%
COc1ccc(NC(=O)NNC(=O)CCc2ccc(O)c(O)c2)cc1OC,-16%,2,0%,.,6,6%,4,-5%,-1,-10%
CCOc1ccccc1NC(=O)NC1(C(=O)NCC2CCCO2)CCCCC1 (stereo not drawn),1%,-2,8%,2%,-2,-3%,-7,10%,2,1%
O=C(Nc1ccc(Cl)cn1)C1COc2ccccc2O1 (stereo not drawn),2%,9,?,5%,0,-2%,-10,-2%,-12,6%
Cc1ccc(COc2ccccc2-c2cc(C(=O)N/N=C/c3cccnc3)[nH]n2)cc1,-2%,-2,?,-3%,0,0%,2,-4%,14,2%
CS(=O)(=O)n1nc(OC(=O)c2cccs2)cc1N,-10%,19,-18%,-1%,-1,1%,2,34%,34,231%[activator]
Cc1ccc(N2CC(C(=O)NCCN3CCOCC3)CC2=O)cc1C (stereo not drawn),1%,-15,5%,0%,1,-1%,2,-6%,?,38%[activator]
COC(=O)c1ccc(Sc2ccccc2NS(=O)(=O)c2ccc(C)cc2)nc1,0%,4,4%,2%,0,-6%,-14,-7%,17,-1%
CCCCCCCCCSc1n[nH]c(N)n1,0%,-1,0%,8%,0,-4%,-3,-1%,-10,-1%
CCOc1ccc(OCC)c2sc(C)nc12,-3%,5,-7%,.,0,1%,-8,-8%,6,-2%
CC(C)COc1ccc(C(=O)N(CC(=O)Nc2ccccc2C(F)(F)F)Cc2ccco2)cc1,-1%,-1,3%,2%,.,.,-2,3%,-2,.
CCN1CCN(c2sc(S(C)(=O)=O)nc2S(=O)(=O)c2ccc(C)cc2)CC1,0%,-11,-12%,-27%,.,-3%,-10,13%,25,-5%
COc1ccc(-c2cc(C)no2)cc1S(=O)(=O)NCCCN1CCN(c2ccccc2)CC1,-16%,-12,1%,-3%,.,-1%,35,-6%,3,17%
Cc1onc(-c2ccccc2)c1C(=O)N(Cc1ccccc1)C(C)C,1%,?,10%,-3%,1,8%,0,-7%,-6,0%
COc1ccc(N2C(=O)C3C(C2=O)C(C(=O)c2ccc(Cl)cc2)N2CCCC32)cc1 (stereo not drawn),7%,6,?,2%,-6,-3%,2,?,11,24%
Cc1ccc(NC(=O)CSc2ncnc3ccccc23)cc1S(=O)(=O)N1CCOCC1,-3%,-5,?,5%,0,-4%,-6,0%,-17,0%
CCOC(=O)c1c(C)[nH]c(C)c1S(=O)(=O)NCc1cc(C)ccc1C,-1%,-17,0%,11%,2,6%,-2,-5%,-18,-1%
NS(=O)(=O)c1ccc(F)c(C(=O)O)c1,-2%,-10,-1%,4%,5,2%,-5,4%,1,4%
O=C1C(=O)N(Cc2ccncc2)C(c2cccc(O)c2)/C1=C(\O)c1ccc2c(c1)OCCO2 (stereo not drawn),0%,-1,0%,-6%,-2,-9%,-1,-1%,25,-7%
Cc1nc(CCNC(=O)c2cc(COc3ccc(F)cc3Cl)on2)sc1C,-5%,-5,-14%,1%,0,-1%,-3,2%,-5,-3%
O=C(CN1CCOCC1)N1CCN(S(=O)(=O)c2ccccc2)C1c1ccccc1 (stereo not drawn),3%,-14,2%,-3%,-2,1%,-3,5%,5,2%
N=c1sccn1CC(=O)Nc1cc(S(=O)(=O)N2CCCC2)ccc1Cl,-1%,14,0%,1%,2,8%,9,-6%,7,-3%
C=CCn1c(=O)c2ccccc2n2c(SCC(=O)NCC)nnc12,6%,29,2%,5%,6,0%,3,-10%,-5,0%
O=C(Nc1ccccc1)N1CCn2c(nc3ccccc32)C1,0%,5,?,5%,2,-1%,-8,0%,-3,-4%

# Another view of 2 compounds above.
smiles	Tb PFK inh	Giardia kill	BCR signal inh	TCR act	Coupling enz	GALK inh	hERG WT inh	AT treatment	TSHR antagonist	MLL CXXC-DNA inh
O=C(CN1CCOCC1)N1CCN(S(=O)(=O)c2ccccc2)C1c1ccccc1 (stereo not drawn)	3%	-14	2%	-3%	-2	1%	-3	5%	5	2%
N=c1sccn1CC(=O)Nc1cc(S(=O)(=O)N2CCCC2)ccc1Cl	-1%	14	0%	1%	2	8%	9	-6%	7	-3%

# (next part)
SMILES,Tb PFK inh,Giardia kill,BCR signal inh,TCR act,Coupling enz,GALK inh,hERG WT inh,AT treatment,TSHR antagonist,MLL CXXC-DNA inh
CC(=O)Nc1nc(-c2cc([N+](=O)[O-])cs2)cs1,5%,?,2%,3%,1,2%,.,1%,-12,4%
O=C(C1CC(=O)N(c2ccc(Cl)cc2)C1)N1CCC(c2nc3ccccc3[nH]2)CC1 (stereo not drawn),-5%,5,3%,0%,.,.,-3,-2%,0,.
COc1ccc(CC(=O)Nc2ccc(N(C)C)c3ccccc23)cc1,-6%,2,?,.,-1,2%,-12,11%,-14,-8%
CCC(CC)COC(=O)C(C#N)c1nc2ccccc2nc1N1CCN(CC)CC1 (stereo not drawn),2%,-13,8%,7%,1,4%,-15,-2%,-9,1%
CCC(C)NC(=O)Nc1ccc(C)cc1C (stereo not drawn),-8%,17,-3%,0%,6,4%,1,4%,6,-17%
COc1ccc(C(=O)Nc2sc3c(c2C(=O)NCc2ccco2)CCCC3)cc1OC,-1%,13,0%,6%,1,1%,0,-5%,3,20%
CNC(=O)c1cc(C(=O)c2c(Cl)cccc2Cl)c[nH]1,4%,2,?,-2%,1,0%,-2,1%,-9,-5%
O=C(Cn1cnc([N+](=O)[O-])c1)Nc1ccc(F)c(Cl)c1,24µM*,-12,?,-3%,1,-2%,-3,-7%,-2,-9%
COCCN(C(=O)COC(=O)CSc1ccc(Cl)cc1)c1c(N)n(CC(C)C)c(=O)[nH]c1=O,-1%,-17,-5%,5%,.,.,-7,1%,3,.
Cc1[nH]c(=O)[nH]c(=O)c1S(=O)(=O)N1CCN(c2ccccc2F)CC1,5%,-3,1%,-2%,8,1%,-10,1%,7,3%
COc1cc(OC)cc(C(=O)Nc2nnc(Cc3ccc(OC)c(OC)c3)s2)c1,-5%,-5,?,.,7,0%,-6,2%,1,5%
CN(C)S(=O)(=O)c1cc(NC(=O)C2=COCCO2)ccc1Cl,0%,-13,-3%,-3%,.,.,3,2%,10,.
CCOC(=O)c1nn(-c2ccc(F)cc2)c(=O)c(C#N)c1C,2%,21,0%,6%,1,2%,1,2%,6,6%
O=C(O)CSc1c2c(nc3cc(C(=O)NCCN4CCOCC4)ccc13)CCC2,6%,-9,10%,-9%,-5,-1%,2,?,13,24%
CCN(CC)CCP(=O)(c1ccccc1)c1ccccc1,1%,-16,?,5%,3,0%,34,7%,1,-7%
COc1ccc(C(=O)CSc2nnc(-c3ccco3)o2)cc1,3%,5,-1%,.,0,0%,-1,6%,-10,12%
CC(C)Nc1nc(SC(C)C(=O)Nc2ccccc2)nc(N(C)C)n1 (stereo not drawn),-2%,-14,-19%,7%,0,-2%,-13,2%,?,1%
O=C(Cc1cccc(C(F)(F)F)c1)OCN1C(=O)c2ccccc2C1=O,3%,6,0%,-5%,1,-3%,-2,-2%,-1,-2%
N#Cc1c(/N=C/c2cc3ccccc3s2)sc2c1CCC2,-2%,-17,17%,2%[46.1 µM],1,1%,3,-3%,-3,0%
CCCc1cc(=O)oc2cc(O[C@@H]3O[C@H](CO)[C@@H](O)[C@H](O)[C@H]3O)ccc12,0%,-22,3%,-8%,0,-2%,2,3%,-6,2%
O=C(CNc1cccc2ccccc12)c1ccc([N+](=O)[O-])cc1,11%,9,?,-1%[46.1 µM],-18,1%,-4,-6%,-7,3%
CCN(Cc1ccccc1)C(c1ccc(Cl)cc1)c1nnnn1C(C)(C)C (stereo not drawn),4%,-6,4%,-2%,-1,-1%,11,0%,3,7%
O=C(CSc1nc2c(c(=O)[nH]1)CN(Cc1ccc(F)cc1)CC2)Nc1ccc(F)cc1,-1%,1,?,-1%[46.1 µM],9,0%,18,0%,-12,4%
CC(=O)c1cnn(-c2cc(Oc3ccc(F)cc3)ncn2)c1C,-3%,6,1%,-5%,6,0%,-22,.,15,-2%
C=C(C)c1cccc(C(C)(C)NC(=O)Nc2ccc(OC)cc2)c1,3%,0,0%,-20%,-1,0%,4,3%,-3,2%
CCc1ccc(N2CC(C(=O)Nc3ccc4c(c3)OCO4)CC2=O)cc1 (stereo not drawn),0%,-5,1%,-1%,.,.,1,-2%,13,.
CCCCC(=O)NC(N1CCCCC1)C(Cl)(Cl)Cl (stereo not drawn),0%,6,1%,-2%,0,-1%,-4,-3%,-4,-1%
COc1nc2c(C)cccc2cc1-c1noc(-c2ccco2)n1,3%,-13,?,-9%,1,0%,-8,7%,-10,14%
